CHO parental Ca – ATP-evoked calcium signal inhibitors, parental CHO, primary screen, counter-screen for OX1R antagonist project, cell-based, fluorescence, Fluo-8 calcium dye; parental CHO-K1, ATP-induced calcium, Fluo-8 fluorescence; inhibition, % at 5.6 µM; 330,000 compounds, 0.63% hits; AID 463079, 2010;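 active = inhibition above that plate's mean sample inhibition plus 3 SD, cut at about 26% in these data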;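 also: 0% = ATP-challenged DMSO wells and 100% = DMSO wells without ATP; some compounds past the cut are filed as inactive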
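Test system: parental CHO cells; detection: calcium-sensitive Fluo-8 fluorescence; evaluation: percent inhibition of calcium signal; also added: ATP as calcium-mobilizing challenge; repeats: one well per compound; control set: ATP-challenged DMSO wells low, unchallenged DMSO wells high; compound: single nominal dose of 5.6 µM per compound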
CHO-K1 Ca PAM – nonselective calcium activators in parental CHO-K1 cells, primary screen, counter-screen for M1 PAM project, cell-based, Fluo-8 calcium fluorescence, full deck, 1536-well | activation, % at 3 µM | ATP EC20; 0% at ATP EC20, 100% at ATP max | 360,000 compounds, 0.02% hits;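 active = activation above the run cutoff, the mean activation of all test compounds plus 3 SD, cut at about 40% in these data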;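 also: peak over basal fluorescence ratio in a 140 s read after ATP addition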
M1 ag – human M1 muscarinic receptor agonists, primary screen, Fluo-8 calcium fluorescence, CHO-K1 cells, HTS; CHO-K1 hM1, agonist mode; 0% DMSO, 100% acetylcholine EC100; AID 588814, 2011; 360,000 compounds, 0.33% hits; Muscarinic acetylcholine receptor M1 (Homo sapiens), P11229; activation, % at 3 µM;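 active = activation above the run's mean compound activation plus 3 SD, cut at about 16% in these data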;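 also: peak over basal fluorescence ratio within a 140 s kinetic read after compound addition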
CHO-K1 Ca antag – nonselective inhibitor or artifact in parental CHO-K1 cells; ATP-induced calcium, Fluo-8 fluorescence; inhibition, % at 3 µM; 360,000 compounds, 0.6% hits; AID 602250;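 active = inhibition above a per-plate cutoff, the plate's mean sample inhibition plus 3 SD, cut at about 24% in these data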;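 also: 0% = DMSO plus EC80 ATP and 100% = DMSO alone without ATP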
OXTR potentiate – human OXTR potentiators, primary screen, fluorescence, CHO-OTR cells, Fluo-8 calcium. Oxytocin receptor (Homo sapiens), P30559. Fluo-8 calcium fluorescence, potentiator mode; 0% = oxytocin EC15, 100% = EC100. activation, % at 3 µM. 320,000 compounds, 0.061% hits;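 active = activation above that plate's cutoff, the mean activation of tested compounds plus 3 SD, cut at about 6.6% in these data, passing the limit was not always enough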;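 also: 100% uses oxytocin at 75 nM as the full agonist control; some results filed as inactive read as strong as hits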
Target sequence (P30559 whole entry, looked up): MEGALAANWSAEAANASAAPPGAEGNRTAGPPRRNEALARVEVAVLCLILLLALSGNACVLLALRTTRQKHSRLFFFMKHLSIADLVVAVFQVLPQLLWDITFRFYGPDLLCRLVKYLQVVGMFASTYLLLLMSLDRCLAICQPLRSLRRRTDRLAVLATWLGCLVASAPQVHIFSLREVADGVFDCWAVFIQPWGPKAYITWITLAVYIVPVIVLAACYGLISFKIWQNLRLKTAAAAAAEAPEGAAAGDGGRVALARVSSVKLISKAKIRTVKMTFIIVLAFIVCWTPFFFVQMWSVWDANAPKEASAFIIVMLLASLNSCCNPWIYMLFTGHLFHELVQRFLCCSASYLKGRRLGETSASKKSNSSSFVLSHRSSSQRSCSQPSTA
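Material: CHO-OTR cells, human receptor; compound dosing: single dose, 3.0 µM nominal final compound concentration; schedule: 6 min compound pre-incubation at room temperature, 100 s kinetic read; measured by: kinetic Fluo-8 calcium fluorescence; read-out basis: % activation vs EC15 and EC100 oxytocin; controls: EC15 oxytocin alone as 0%, 75 nM oxytocin as 100%; replicates: singlicate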
CHO-K1 Ca ag – counter-screen for M1 agonists: effect in parental CHO-K1 cells; 360,000 compounds, 0.48% hits; AID 602248, 2012; activation, % at 3 µM; Fluo-8 calcium fluorescence; scaled to maximal ATP response, vehicle zero; in the data active = activation above about 15%;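 also: untransfected CHO-K1 host cells lacking M1 receptor as counterscreen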
TAAR1 agonist – human TAAR1 agonists, primary screen, Fluo-8 calcium fluorescence, CHO RD-HGA16 cells; 360,000 compounds, 0.99% hits; vehicle wells 0%, saturating PEA agonist 100%; activation, % at 3 µM; Trace amine-associated receptor 1 (Homo sapiens), Q96RJ0;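 active = activation above the mean activation of all test compounds in the run plus 3 SD, cut at about 38% in these data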
Target sequence (Q96RJ0 whole entry, looked up): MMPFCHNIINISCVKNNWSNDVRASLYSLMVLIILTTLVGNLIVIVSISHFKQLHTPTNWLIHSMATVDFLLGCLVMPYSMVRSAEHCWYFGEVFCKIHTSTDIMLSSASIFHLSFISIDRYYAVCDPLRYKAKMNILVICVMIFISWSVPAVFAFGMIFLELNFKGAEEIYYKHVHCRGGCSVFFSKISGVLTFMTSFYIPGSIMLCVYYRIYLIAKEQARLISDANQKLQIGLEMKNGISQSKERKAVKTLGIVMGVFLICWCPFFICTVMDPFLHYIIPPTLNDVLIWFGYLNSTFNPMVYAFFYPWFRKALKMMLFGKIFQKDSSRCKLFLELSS
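Assay system: CHO-derived RD-HGA16 cells with stable Gα16 and human TAAR1; timing: 17-24 h seeding, 75 min 37 °C dye, 30 min RT; read-out: % activation from peak over basal fluorescence ratio, DMSO-to-PEA scaled; measured by: kinetic Fluo-8 calcium fluorescence; benchmarks: low control DMSO, high control PEA (EC100); doses: 3 µM single concentration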
TAAR1 antagonist – human TAAR1 antagonists, primary screen, Fluo-8 calcium fluorescence, CHO RD-HGA16 cells | Trace amine-associated receptor 1 (Homo sapiens), Q96RJ0 | AID 624466, 2012 | inhibition, % at 3 µM | 360,000 compounds, 1.5% hits | antagonist;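 active = inhibition above a per-plate cutoff, the mean inhibition of test compounds on that plate plus 3 SD, cut at about 49% in these data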;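 also: 0% = DMSO plus EC80 beta-PEA response and 100% = DMSO alone without agonist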
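Test system: RD-HGA16 CHO cells with stable hTAAR1 and Gα16 / Probe or stimulus: EC80 β-phenethylamine stimulus / Times: seeding 17-24 h prior, 75-min 37 °C, 30-min RT dye loading / Detection: Fluo-8 calcium-sensitive fluorescence / Read-out basis: % inhibition scaled between DMSO and EC80 PEA controls / Repeats: singlicate, one well per test compound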
CHRM1 antagonist – human M1 muscarinic receptor antagonists, primary screen, CHO-K1 cells, Fluo-8 calcium fluorescence, 1536-well. inhibition, % at 3 µM. AID 588852, 2011. CHO-K1 hM1, ACh EC80 antagonist. Muscarinic acetylcholine receptor M1 (Homo sapiens), P11229. 360,000 compounds, 1.3% hits;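 active = percent inhibition above its own plate's cutoff, namely the mean of that plate's compound wells plus 3 SD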;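 also: peak over basal fluorescence ratio during 140 s after agonist addition; 0% = ACh EC80 plus DMSO and 100% = DMSO alone without agonist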
Starred values were filed as active, the others as inactive; . = no result given.

SMILES,TAAR1 agonist,CHO-K1 Ca antag,OXTR potentiate,CHO-K1 Ca PAM,CHO-K1 Ca ag,TAAR1 antagonist,CHRM1 antagonist,CHO parental Ca,M1 ag
Cc1ccc(CNC(=O)C(=O)c2cn(CC(=O)N3CCCC3)c3ccccc23)cc1,-1,15,-8,-6,0.8,-20,-10,-22,-3
CCn1c(=O)[nH]c2cc(C(=O)Nc3cc(C)cc(C)c3)ccc2c1=O,9,18,-3,-11,0.4,16,5,-3,-3
CCOC(=O)c1c(NC(=O)CNCCOC)sc2c1CCCC2,-1,-15,-4,22,0.4,0,-17,-19,-4
CCCOc1ccc(Cn2c(=O)oc3ccc(C)cc32)cc1,1,-12,-8,8,1.0,9,-3,0,-4
CCN(CC)C(=O)COCc1cc(-c2ccc3c(c2)OCO3)on1,0,-6,-13,-10,2.2,0,19,-7,0
CCn1cc(/C=C(\NC(=O)c2ccccc2Cl)C(=O)N2CCN(C)CC2)c2ccccc21,1,-5,.,11,0.3,-21,-4,.,-8
O=S(=O)(N1CCCCC1)N1CCN(CC(O)COc2ccc3cc(Br)ccc3c2)CC1 (stereo not given),5,-8,-11,16,2.5,4,10,-10,-2
O=C1CC(=O)N(c2ccccc2)N1c1ccccc1,3,-8,4,19,0.7,9,-5,-4,-4
CCOC(=O)CN1C(=O)C(O)(CC(=O)c2ccco2)c2ccccc21 (stereo not given),3,-5,-12,1,0.3,18,-25,1,-2
CC(OC(=O)/C=C/c1ccc(Br)cc1)C(=O)N1CCOCC1 (stereo not given),1,-19,-1,-4,0.9,7,-4,0,1
O=C(Nc1ccc(Cl)cc1)NC1CCCC1Cc1ccco1 (stereo not given),.,23,-14,-7,1.7,.,8,-7,-1
COc1ccc(NC(=O)c2ccc(OCC3CCCO3)cc2)cc1Cl (stereo not given),5,2,.,-12,1.9,6,-5,.,-1
Cc1nc(SCC(=O)N2c3ccccc3NC(=O)CC2C)c2c(C)c(C)sc2n1 (stereo not given),0,2,.,0,0.2,9,-1,.,-6
O=C(O/N=C/C1=C(Cl)c2ccccc2CC1)c1ccc(F)cc1,10,-10,-1,-10,0.3,-2,6,-12,-2
CCOC(=O)c1c(C)n(C)c2cc(Br)c(C)cc12,2,-11,-2,0,-0.2,-23,-5,-28,2
COc1ccc(OC)c(NC(=O)c2cccc(NC(=O)c3ccco3)c2)c1,5,-7,.,-1,4.1,2,-1,.,-1
CC(=O)c1c(C)oc2ccc(N(C(C)=O)S(=O)(=O)c3ccc(Br)cc3)cc12,-2,0,-7,8,1.3,-3,-5,-26,-4
CCOC(=O)C1=C(C)NC(=O)NC1c1cc2c(cc1Br)OCO2 (stereo not given),1,0,-5,12,-0.2,7,-10,-25,0
O=C(Nc1ccc(Cl)cc1)C1Cc2c(-c3ccc(Cl)cc3)ccnc2O1 (stereo not given),2,-13,.,14,0.0,-5,-2,.,-2
N#CC1=C(S)N(c2ccc(F)cc2)C(c2ccco2)NC1=O (stereo not given),2,11,-2,-1,-0.2,-29,-4,-1,-3
Cc1ccc(-c2nc(CN(Cc3c(C)nn(C)c3C)C(C)C)c(C)o2)o1,5,-12,-9,10,-0.3,0,2,-35,-3
Cc1ccccc1Nc1nc(N)nc(-c2oc3ccccc3c2C)n1,4,-7,-2,5,-0.3,-40,-9,-29,1
Cc1cc(C(=O)CN2C(=O)NC3(CCCc4ccccc43)C2=O)c(C)n1C (stereo not given),10,0,-11,-7,0.1,-1,-9,-26,-2
COc1cccc(CN(C)C(=O)C2CC(=O)N(c3ccc4c(c3)OCCO4)C2)c1 (stereo not given),0,-11,-1,14,1.7,1,-9,4,-4
COc1cc(C(=O)OCC(=O)N2CCCC2)cc2c1OCCO2,4,-6,-3,4,0.4,-4,-13,-5,-1
Brc1cccc(CNCC2CCCO2)c1 (stereo not given),0,15,-1,-6,-0.8,-2,-5,-8,-2
Cc1ccc(C(=O)C(C)OC(=O)CCS(=O)(=O)c2ccc(C)cc2)cc1 (stereo not given),-4,-10,1,8,-0.1,7,0,-25,-3
CN(C)S(=O)(=O)c1ccc(Cl)c(NC(=O)CSc2nc3ccccc3c(=O)n2CCCN2CCOCC2)c1,3,-3,-14,12,1.1,3,2,-9,-9
COc1ccc(-n2nnc3c(SCC(=O)Nc4ccccc4F)ncnc32)cc1,5,-19,1,15,0.4,-6,-2,-4,-2
Cc1ccc(-c2nc(N3CCOCC3)sc2C(=O)N2CCCCC2)cc1,3,-10,-2,20,0.4,9,-16,-31,-8

A second format for some results above:
Compound: CCOC(=O)C1=C(C)NC(=O)NC1c1cc2c(cc1Br)OCO2 (stereo not given)
- TAAR1 agonist: 1
- CHO-K1 Ca antag: 0
- OXTR potentiate: -5
- CHO-K1 Ca PAM: 12
- CHO-K1 Ca ag: -0.2
- TAAR1 antagonist: 7
- CHRM1 antagonist: -10
- CHO parental Ca: -25
- M1 ag: 0

Compound: O=C(Nc1ccc(Cl)cc1)C1Cc2c(-c3ccc(Cl)cc3)ccnc2O1 (stereo not given)
- TAAR1 agonist: 2
- CHO-K1 Ca antag: -13
- OXTR potentiate: .
- CHO-K1 Ca PAM: 14
- CHO-K1 Ca ag: 0.0
- TAAR1 antagonist: -5
- CHRM1 antagonist: -2
- CHO parental Ca: .
- M1 ag: -2

The list continues.
SMILES,TAAR1 agonist,CHO-K1 Ca antag,OXTR potentiate,CHO-K1 Ca PAM,CHO-K1 Ca ag,TAAR1 antagonist,CHRM1 antagonist,CHO parental Ca,M1 ag
Cc1cccc(-n2ncc3c(=O)[nH]c(SCC(=O)N4CC(=O)Nc5ccccc54)nc32)c1,12,-7,2,-14,-0.3,-10,-3,1,-4
CCOC(=O)Nc1cc(N)ncn1,0,-3,.,0,0.0,6,1,.,-1
COc1cccc(C2N=C(c3ccccc3C)NO2)c1OC (stereo not given),4,-6,3,-6,-0.4,-5,2,7,0
Cc1ccc(C2N(c3cccc(Cl)c3)C(=O)N3CCCN23)cc1 (stereo not given),0,-5,-5,2,0.2,-28,14,-38,-8
O=C(CSc1nnnn1C1CCCCC1)N1CCCC1,13,3,-8,15,3.4,-5,12,-6,-6
O=C(COC(=O)c1cc(=O)[nH]c2ccccc12)NCc1ccccc1,3,-9,-3,4,0.3,-5,-9,-13,-3
Cc1ccc(S(=O)(=O)CCC(=O)OCC(=O)Nc2cc(S(=O)(=O)N3CCOCC3)ccc2C)cc1,8,2,3,-14,1.4,-36,13,-18,-3
Cn1c(=O)c(-c2ccccc2[N+](=O)[O-])c(Cl)c2ccccc21,1,0,-8,-2,1.9,-11,-6,-8,-3
COC(=O)c1c(C)oc(C)c1S(=O)(=O)N(C)C1CCCCC1,0,-12,6,1,0.2,-15,-15,-16,-1
Cc1c(C(=O)N2CCN(c3ccc([N+](=O)[O-])cc3)CC2)sc2ncn(CC(=O)N3CCOCC3)c(=O)c12,-3,-10,1,3,-0.5,-12,-4,-13,-4
CC(=O)Oc1ccc(/C=N/NC(=O)c2ccc(N(C)S(=O)(=O)c3ccccc3)cc2)cc1,12,-13,-14,-13,6.5,55*,-8,2,2
O=C(Nc1cccc(F)c1)c1coc(=O)c(Br)c1,13,23,6,-8,-0.3,-6,-9,-3,0
CCOc1ccccc1NC(=O)COC(=O)CSc1ccc(Cl)cc1,13,1,-3,18,1.6,-1,-7,-10,-8
Cn1c(=O)[nH]c(=O)c2c1nc([N+](=O)[O-])n2Cc1ccccc1,7,-3,2,-1,0.3,-40,-10,-10,0
CN(/N=C/c1ccc(N(C)C)cc1)C1=NS(=O)(=O)c2ccccc21,0,-8,-11,13,1.0,-15,-20,-13,-2
CCOC(=O)c1cc2sc(C)cc2n1CC(=O)N1CCc2ccccc21,8,-19,-2,15,0.8,-11,-7,-2,-4
CCOC(=O)[C@]12CCC=C1N(Cc1ccc(Cl)cc1Cl)C(=O)[C@H](CC(=O)N1CCCC1)C2,2,-16,.,7,0.9,-26,.,.,.
CCCCNC(=S)NNC(=O)c1ccncc1,3,-9,-6,3,1.4,-24,0,-1,-2
O=C(NCSc1ccncn1)c1ccccc1,15,2,-6,-4,-0.2,5,-4,0,-3
O=C(Oc1cccc(C(=S)N2CCOCC2)c1)c1ccc([N+](=O)[O-])cc1[N+](=O)[O-],3,-20,-5,8,4.6,15,-3,5,-5
CCNS(=O)(=O)c1ccc(OC)c(C(=O)NC2CCCCC2)c1,.,-2,-4,6,0.2,.,4,-12,-9
CC(Sc1ncnc2sccc12)C(=O)Nc1ccc(S(N)(=O)=O)cc1 (stereo not given),4,4,0,-21,0.5,-4,10,2,0
O=C1C=CC(=O)N1CCCCCCCCCCN1C(=O)C=CC1=O,26,-5,.,19,2.1,9,-1,.,-2
O=C(Cn1cc([N+](=O)[O-])cn1)N1CCN(Cc2ccc3c(c2)OCO3)CC1,0,-7,-6,4,2.6,1,-2,-5,-5
CSCCC(NC(=O)COc1ccccc1)C(=O)N(C)Cc1ccc(SC)cc1 (stereo not given),19,17,-8,-10,8.9,52*,22,-17,-2
Cc1ccc(C(=O)NN=C2CCCCCC2)s1,2,-8,-9,-1,-0.5,-27,-8,-5,4
CSc1ccc(C2C(C#N)=C(N)N(c3ccccc3)C3=C2C(=O)CCC3)cc1 (stereo not given),3,-9,-8,11,-0.1,-6,-18,-25,-5
Cc1cc([N+](=O)[O-])nn1CC(=O)Nc1ccc(Cc2ccncc2)cc1,5,0,-5,-10,0.3,1,28*,6,-9
COc1cc(OC)cc(C(=O)OCC(=O)c2cc(C)n(CC3CCCO3)c2C)c1 (stereo not given),6,11,-10,-23,8.5,17,17,0,1
CCn1nnnc1SCCSc1nnnn1CC,0,-18,-4,12,0.2,12,-3,-9,-2
COC(=O)c1cccn(CC(=O)c2ccc(Cl)cc2)c1=O,0,-10,-7,11,0.5,12,-6,-5,-5
COc1ccccc1OCC(=O)NCCSCc1ccc(Cl)cc1,2,4,-1,-1,0.8,6,6,-9,-6

Compound activity from PubChem.
